SIAH1 antagonists: Siah-1 peptide-binding antagonists, primary screen, biochemical, fluorescence polarization, rhodamine-plectin, uHTS (AID 1817) | E3 ubiquitin-protein ligase SIAH1 (Homo sapiens) | Siah-1 / rhodamine-plectin peptide fluorescence polarization; higher % means a stronger effect | displacement, % at 20 µM, or IC50 in µM where a hit was titrated | 290,000 tested, 0.02% active;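 active means displacement of at least 50% at 20 µM, with a fluorescence ratio check between 0.3 and a set limit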;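 further: plate controls were Siah plus tracer with DMSO for no effect and tracer alone without Siah for full effect; strong numbers were not always called active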
LYP phosphatase: inhibitors of LYP phosphatase, biochemical, fluorescence intensity, uHTS (AID 1779); Tyrosine-protein phosphatase non-receptor type 22 (Homo sapiens); recombinant LYP phosphatase, fluorescence intensity; higher % means a stronger effect; inhibition, % at 11.5 µM; hits with a dose series show IC50 in µM; 290,000 tested, 0.054% active; in the data active means inhibition above about 50%;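 further: plate controls were vehicle with enzyme for no effect and no enzyme for full effect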
AID2073: inhibitors of Mint1-CaV2.2 protein interaction, biochemical, HTRF (AID 2073) | Voltage-dependent N-type calcium channel subunit alpha-1B (Homo sapiens) | HTRF protein-protein interaction, Mint1-CaV2.2; higher % means a stronger effect | one-dose inhibition, % at 20 µM; IC50 in µM for titrated hits | 290,000 tested, 0.19% active; in the data active means inhibition mostly above about 51%, no sharp cut-off; inconclusive means no clear call, values can overlap the other calls; inactive means mostly below about 53%; further: some results filed as inactive read as strong as hits
* = called active by the depositor; ? = inconclusive. An excerpt, so the mix of outcomes need not match the whole.

SMILES | SIAH1 antagonists | LYP phosphatase | AID2073
C=CCn1c(SCC(=O)N2CCOCC2)nc2sc(C)c(C)c2c1=O | 5.9% | -8.4% | 0.8%
Cc1ccc(CN(CC(=O)NC2CCCCC2)C(=O)c2csnn2)cc1 | -2.2% | -6.5% | 2.6%
CCOC(=O)c1ccc(CN2Cc3ccccc3C2=O)cc1 | -0.5% | -10.0% | 15.1%
CCCCn1c(-c2cccc(Br)c2)nc2cc3[nH]c(=O)c(C(C)C)nc3cc21 | 0.1% | -3.5% | 32.4%
COc1ccccc1N(CC(=O)N1CCCCCC1)S(=O)(=O)c1ccc(C)cc1 | -10.0% | -13.6% | -2.5%
COC(=O)c1ccc(C2c3[nH]c4ccccc4c3C[C@H]3C(=O)N(C4CC4)CC(=O)N23)cc1 (some centres not stated) | 1.4% | 1.3% | 10.9%
CCN1CCC(N2CCN(c3ccc(F)cc3)CC2)CC1 | -2.1% | -11.3% | 6.0%
CC(=O)Nc1ccc(S(=O)(=O)NCCc2csc(-c3cccnc3)n2)cc1 | 1.6% | -7.4% | 4.4%
Cc1ccnc(NC(=S)N2CCN(c3cccc(C(F)(F)F)c3)CC2)c1 | -2.9% | -9.0% | 11.6µM*
COc1ccc(S(=O)(=O)N(C)c2ccc(C(=O)NCc3ccco3)cc2)cc1OC | 1.1% | -4.7% | -2.5%
Cc1ccc(NC(=O)c2cc(S(=O)(=O)N3CCOCC3)cn2C)cc1Cl | -1.8% | -7.4% | 2.5%
C/C(=N\Nc1ncc(Br)cn1)c1cccc([N+](=O)[O-])c1 | 2.3% | -2.7% | -4.4%
O=c1[nH]cnc2sc3c(c12)CN(Cc1ccccc1)CC3 | 3.1% | -5.6% | 1.6%
CC(=O)c1ccc(NC(=O)CN2CCN(CC(=O)Nc3ccc(C(C)=O)cc3)CC2)cc1 | 1.6% | -2.2% | 1.3%
CCc1cccc(CC)c1NC(=O)C(CC)Sc1nc2ccncc2[nH]1 (configuration not stated) | -4.0% | -12.2% | 0.9%
Cc1ccc(C)c(NC(=O)C[n+]2ccccc2)c1 | 1.5% | -7.3% | 12.3%
CCOC(=O)Cn1c(=O)oc2cc(S(=O)(=O)N3CCN(C(=O)OCC)CC3)ccc21 | -3.6% | -8.0% | 7.1%
COc1ccc(S(N)(=O)=O)cc1C(=O)OCCCOc1ccc(F)cc1 | 0.0% | -8.7% | 7.6%
COc1ccc(CCNC(=S)NC(=O)c2cccc([N+](=O)[O-])c2)cc1OC | 5.3% | -10.0% | 4.1%
OCCCNc1ncnc2c1cnn2-c1ccc(Cl)cc1 | -4.3% | -8.8% | 13.9%
Cc1c(Cl)cccc1NC(=O)CCN1CCOCC1 | 1.3% | -5.1% | 0.6%
CC(C)(C)c1cc(CCC(=O)NCc2cccnc2)cc(C(C)(C)C)c1O | 1.6% | -6.0% | 10.9%
O=C(COC(=O)c1nsc(Cl)c1Cl)NC1CCCCC1 | -0.8% | 0.0% | 2.5%
Nc1ccc(-c2nc3cc(N)ccc3o2)cc1 | -1.2% | -8.2% | ?
CCCCN(C)CCNC(=O)c1cc2cc3ccc(OC)cc3nc2o1 | -3.1% | -55.8% | 20.3%
COc1c(F)c(F)cc2c(=O)c(C(=O)O)cn(C3CC3)c12 | 2.4% | -3.9% | 3.5%
O=C(CNC(=O)C12CC3CC(CC(C3)C1)C2)N/N=C\c1ccco1 | 7.0% | -3.5% | 3.7%
COC(=O)C1CCN(C(=O)C2CCN(C(=O)[C@@H](NS(=O)(=O)c3ccc(C)cc3)C(C)C)CC2)CC1 | -7.8% | -6.9% | 32.9%
O=C(NCc1ccc2c(c1)OCO2)C(=O)NCC1OCCN1S(=O)(=O)c1ccc(F)cc1 (configuration not stated) | -1.9% | -8.5% | 18.1%
CCCCCOc1ccc(C(=O)Nc2ccc(S(=O)(=O)Nc3cc(C)on3)cc2)cc1 | 1.9% | -5.1% | 5.2%

Ordered by formula weight (ascending): part of the list above
SMILES | SIAH1 antagonists | LYP phosphatase | AID2073
COc1c(F)c(F)cc2c(=O)c(C(=O)O)cn(C3CC3)c12 | 2.4% | -3.9% | 3.5%
OCCCNc1ncnc2c1cnn2-c1ccc(Cl)cc1 | -4.3% | -8.8% | 13.9%
CCCCCOc1ccc(C(=O)Nc2ccc(S(=O)(=O)Nc3cc(C)on3)cc2)cc1 | 1.9% | -5.1% | 5.2%

Continued.
SMILES | SIAH1 antagonists | LYP phosphatase | AID2073
CCCNC(=O)c1ccc(N2CCC3(CC2)CC(c2ccccc2)=NO3)c(NC(=O)c2cccc(OC)c2)c1 | -4.1% | -11.5% | 17.5%
COCCCNC(=O)c1cn(CCOC)c(=O)c2c1c1ccccc1n2C | 5.1% | -1.2% | 11.6%
COc1ccc(/C(=N/Nc2ncnc3ccccc23)C(=O)O)cc1 | -5.6% | -3.2% | 8.8%
CCCCCN(C(=O)CCC(=O)OCC(=O)NCc1cccc(OC)c1)c1c(N)n(CCCC)c(=O)[nH]c1=O | -0.8% | -10.1% | 10.6%
COc1ccc(NC(=O)c2cc3c(CO)cnc(C)c3oc2=Nc2cccc(F)c2)c(OC)c1 | 2.9% | -8.1% | 11.2%
CC(C)N1CCc2c(sc(NC(=O)c3ccc4ccccc4c3)c2C(N)=O)C1 | -0.3% | -3.3% | -1.5%
O=C(NCc1ccc(Cl)cc1)c1cc(S(=O)(=O)N2CCCCC2)c[nH]1 | -1.8% | -11.3% | -2.9%
Cc1ccc(S(=O)(=O)n2cnc(C)c2)cc1 | -5.4% | -9.0% | 10.7%
CC(=O)c1ccc(NS(=O)(=O)c2cc(-c3cnc(C4CC4)o3)ccc2C)cc1 | -2.6% | -6.2% | 16.6%
CC(CC(=O)N1CCN(S(=O)(=O)c2ccc(Cl)cc2)CC1)n1cncn1 (configuration not stated) | 5.0% | -11.4% | 3.6%
O=C(NCc1cccc(Cl)c1)c1ccc2ccccc2n1 | 14.1% | -8.8% | 7.0%
Cc1cc(NC(=O)CCC(=O)N(CC(=O)NCC2CCCO2)c2cccc(F)c2)no1 (configuration not stated) | 7.3% | -7.5% | 7.1%
CCCN1CCc2c(sc(NC(=O)CCS(=O)(=O)c3ccccc3)c2C(=O)OC)C1 | -0.7% | -3.1% | -6.5%
COC(=O)c1ccsc1NC(=O)CN1CCN(c2ncccn2)CC1 | 0.7% | 0.4% | 8.3%
O=C(CN1CCN(S(=O)(=O)c2ccc(Cl)cc2)CC1)c1ccc(O)c(O)c1 | -9.1% | -4.0% | -5.5%
O=C(Cc1ccccc1)NCC(=O)Nc1cc(Cl)ccc1Cl | 0.2% | 0.7% | 10.9%
Cc1[nH]c(C)c(S(=O)(=O)Nc2cccc(Cl)c2C)c1C(=O)N1CCCC1 | 2.6% | -7.8% | 0.8%
CC(C)(C)NC(=O)C(c1ccc(F)cc1)N(CC1CCCO1)C(=O)CCC(=O)Nc1ccccn1 (configuration not stated) | 3.4% | -11.5% | -1.2%
COC(=O)c1ccc(COc2ccc3ccc(=O)oc3c2)o1 | -2.6% | -4.7% | -11.7%
CCc1cc(=O)oc2cc(OCC(=O)NCC3CCC(C(=O)O)CC3)ccc12 (configuration not stated) | 1.1% | -7.3% | 1.0%
CC1(C)Cc2c(cnn2-c2ccc(F)cc2)C(NC(=O)CCn2cncn2)C1 (configuration not stated) | -3.0% | -8.8% | 11.7%
O=C(Nc1ccc(S(=O)(=O)Nc2cnc3ccccc3n2)cc1)c1ccc([N+](=O)[O-])cc1Cl | -2.6% | -12.8% | 8.8%
Cc1cccc(C)c1OCCN1CCOCC1 | 1.9% | 3.2% | 11.7%
COc1ccc(Br)cc1/C=N/n1c(COc2ccccc2)n[nH]c1=S | 13.0% | -4.6% | 10.6%
CN1CCN(c2nc3c(c(=O)n(C)c(=O)n3C)n2Cc2cccc(Br)c2)CC1 | 0.1% | -1.5% | 3.2%
COC(=O)c1cc2ccccc2n1S(=O)(=O)c1ccccc1 | 4.6% | 2.5% | 1.9%
COc1cccc(C(C(=O)NC2CCCC2)N(CCC(C)C)C(=O)CCC(=O)Nc2cc(C)on2)c1 (configuration not stated) | 2.9% | 3.2% | 2.9%
Oc1ccccc1N1CCN(CC(O)COC2CCCc3ccccc32)CC1 (configuration not stated) | 4.3% | -8.5% | 5.8%
COc1ccc(C2NC(=O)NC(C)=C2C(=O)OC2CCCCC2)cc1OC (configuration not stated) | 2.8% | -5.5% | 12.3%
CCn1c(=O)n(CC(=O)NCC2CCCO2)c(=O)c2c3c(sc21)COC(C)(C)C3 (configuration not stated) | -4.5% | -0.7% | 6.4%
COc1cccc(NC(=O)c2cncs2)c1 | 3.0% | 0.3% | 9.0%
COc1cc2ncnc(Nc3ccc4c(c3)OCO4)c2cc1OC | -5.1% | -2.5% | 12.3%
CN(Cc1ccco1)S(=O)(=O)c1cc(F)ccc1CN1C(=O)c2cccnc2C1=O | 4.0% | -9.2% | -7.6%
CC(=O)c1ccc(N(C(=O)CNC(=O)c2ccco2)C(C(=O)NC2CCCC2)c2ccncc2)cc1 (configuration not stated) | -2.7% | -8.7% | -4.7%
COc1ccc(CNC(=O)C2CCCN(S(=O)(=O)c3ccc4c(c3)CCCN4C(C)=O)C2)cc1 (configuration not stated) | -1.9% | -8.6% | -4.4%
COc1ccccc1N=NC1C(=O)N(C(N)=S)N=C1C (configuration not stated) | 0.6% | -5.1% | -2.7%
O=C(NCCc1cn[nH]c1)C1CCC(=O)N(CCc2cccc(F)c2)C1 (configuration not stated) | 1.6% | -10.7% | 3.5%
C/C(N)=C(/C#N)C(=O)COC(=O)C1=NN(c2ccccc2)C(=O)CC1 | 1.0% | -5.0% | 4.5%
CCCCN(CCCC)CCNC(=O)c1cn(C)c2ccc(S(=O)(=O)N(C)C3CCCCC3)cc2c1=O | -7.4% | -12.5% | 2.4%
Cc1ncc(CO)c2c1Oc1nc(-c3ccccc3)nc(SCC(=O)N3CCCCC3)c1C2 | 0.4% | -3.9% | 6.9%
CCC1CCCCN1C(=O)COc1ccc2c(c1)OCO2 (configuration not stated) | 3.9% | -6.0% | 0.6%
O=C(CCS(=O)(=O)c1ccc(Br)cc1)NCCc1ccc(Cl)cc1 | 43.1% | -3.7% | 13.4%
Cc1c(NC(=O)C23CC4CC(CC(C4)C2)C3)c(=O)n(-c2ccccc2)n1C | 0.4% | -8.4% | -0.5%
COc1ccc(C(C)=O)cc1CSc1nnc(-c2ccncc2)o1 | 0.2% | -5.6% | 5.2%
Cc1ccc(OCc2cc(C(=O)N3CCC(C(O)C(C)C)CC3)no2)cc1C (configuration not stated) | -0.1% | -6.6% | -2.3%
CC1(C)C2CCC1(CS(=O)(=O)NCc1ccc(C(F)(F)F)cc1)C(=O)C2 (configuration not stated) | -2.3% | 0.9% | 5.4%
CCc1nnc(NC(=O)CN2CCN(Cc3cccc(Cl)c3)CC2)s1 | -2.3% | -10.1% | -0.2%
CCCCNC(=O)C1Cc2cc(S(=O)(=O)N3CCCC3)ccc2N1C(C)=O (configuration not stated) | -3.9% | -3.6% | -1.0%
O=C(CCC(=O)N1CCOc2ccccc21)NC1CCN(Cc2ccccc2)CC1 | 4.1% | -6.9% | -4.5%
CCc1cccc(C)c1NC(=O)C1CCCN1C(=O)NCc1ccccc1 (configuration not stated) | 7.3% | -8.6% | 5.2%
CC(C)C(=O)Nc1sc2c(c1C(N)=O)CCN(Cc1ccccc1)C2 | 2.4% | -3.3% | 1.6%

In the list so far, these have a Cl atom:
SMILES | SIAH1 antagonists | LYP phosphatase | AID2073
Cc1ccc(NC(=O)c2cc(S(=O)(=O)N3CCOCC3)cn2C)cc1Cl | -1.8% | -7.4% | 2.5%
OCCCNc1ncnc2c1cnn2-c1ccc(Cl)cc1 | -4.3% | -8.8% | 13.9%
Cc1c(Cl)cccc1NC(=O)CCN1CCOCC1 | 1.3% | -5.1% | 0.6%
O=C(COC(=O)c1nsc(Cl)c1Cl)NC1CCCCC1 | -0.8% | 0.0% | 2.5%
O=C(NCc1ccc(Cl)cc1)c1cc(S(=O)(=O)N2CCCCC2)c[nH]1 | -1.8% | -11.3% | -2.9%
CC(CC(=O)N1CCN(S(=O)(=O)c2ccc(Cl)cc2)CC1)n1cncn1 (configuration not stated) | 5.0% | -11.4% | 3.6%
O=C(NCc1cccc(Cl)c1)c1ccc2ccccc2n1 | 14.1% | -8.8% | 7.0%
O=C(CN1CCN(S(=O)(=O)c2ccc(Cl)cc2)CC1)c1ccc(O)c(O)c1 | -9.1% | -4.0% | -5.5%
O=C(Cc1ccccc1)NCC(=O)Nc1cc(Cl)ccc1Cl | 0.2% | 0.7% | 10.9%
Cc1[nH]c(C)c(S(=O)(=O)Nc2cccc(Cl)c2C)c1C(=O)N1CCCC1 | 2.6% | -7.8% | 0.8%
O=C(Nc1ccc(S(=O)(=O)Nc2cnc3ccccc3n2)cc1)c1ccc([N+](=O)[O-])cc1Cl | -2.6% | -12.8% | 8.8%
O=C(CCS(=O)(=O)c1ccc(Br)cc1)NCCc1ccc(Cl)cc1 | 43.1% | -3.7% | 13.4%
CCc1nnc(NC(=O)CN2CCN(Cc3cccc(Cl)c3)CC2)s1 | -2.3% | -10.1% | -0.2%
